Screens (PubChem BioAssay)
Neddyl block – inhibitors of cullin neddylation, primary screen, biochemical, TR-FRET, uHTS, NAE and Ubc12 | NEDD8-conjugating enzyme Ubc12 (Homo sapiens) + NEDD8-activating enzyme E1 regulatory … | calls only at 25 µM | hit rate 0.58% among 360,000 | AID 651699, 2012; in the data active = inhibition above about 36%
STEP inh – STEP phosphatase inhibitors, primary screen, biochemical, fluorescence intensity, uHTS; recombinant STEP, OMFP fluorogenic substrate; inhibition, % at 20 µM; hit rate 0.25% among 360,000;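 active = inhibition at 20 µM, scaled per plate between control wells, above about 37%, limit read from the data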;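 also: 0% = DMSO with enzyme and substrate and 100% = substrate only without enzyme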
Target sequence (P54829 whole entry, looked up): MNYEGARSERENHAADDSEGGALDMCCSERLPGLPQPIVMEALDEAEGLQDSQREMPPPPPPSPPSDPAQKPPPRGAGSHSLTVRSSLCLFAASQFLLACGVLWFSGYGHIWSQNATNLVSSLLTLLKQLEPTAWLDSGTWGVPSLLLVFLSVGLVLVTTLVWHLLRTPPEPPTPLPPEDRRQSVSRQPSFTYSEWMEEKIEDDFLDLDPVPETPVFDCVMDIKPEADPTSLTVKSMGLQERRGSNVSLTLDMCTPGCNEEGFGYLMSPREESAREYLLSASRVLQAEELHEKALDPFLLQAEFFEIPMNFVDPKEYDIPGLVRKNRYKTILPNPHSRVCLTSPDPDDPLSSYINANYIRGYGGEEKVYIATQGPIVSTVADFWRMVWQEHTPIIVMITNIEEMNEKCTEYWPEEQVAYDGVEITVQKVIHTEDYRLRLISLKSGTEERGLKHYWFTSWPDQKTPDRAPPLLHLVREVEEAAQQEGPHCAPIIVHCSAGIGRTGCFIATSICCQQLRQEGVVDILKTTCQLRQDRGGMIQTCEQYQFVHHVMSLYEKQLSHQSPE
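System: isolated STEP enzyme; schedule: 20 min enzyme reaction at room temperature, protected from light; medium: Bis-Tris buffer pH 6.0, 2.5 mM DTT, 0.005% Tween 20; signal: fluorescence, 480/540 nm; dosing: single compound dose of 20 µM, 1% DMSO final; also added: OMFP substrate, 25 µM final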
SKN-1 block – suppressors of acrylamide-induced Pgst-4::GFP reporter in worms, primary screen, SKN-1 inhibitor project, whole organism, uHTS, GFP/RFP fluorescence ratio, strain VP596 | C. elegans VP596 Pgst-4::GFP/RFP ratio, 24 h | hit rate 0.49% among 360,000 | inhibition, % at 21.8 µM;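 active = interference check ratio from 0.5 to 1.5 plus GFP to RFP signal ratio inhibition reaching or exceeding a fixed threshold, cut at about 30% in these data, passing the limit was not always enough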; also: some compounds called inactive have numbers as strong as hits
DNMT1 inh – human DNMT1 methyltransferase inhibitors, primary screen, biochemical, molecular beacon, fluorescence, HinP1I cleavage, uHTS. hit rate 0.83% among 360,000. inhibition (reported as % activation of signal), % at 10 µM. DNA (cytosine-5)-methyltransferase 1 (Homo sapiens), P26358; in the data active = inhibition above about 50%
LMPTP inh – LMPTP phosphatase inhibitors, primary screen, biochemical, fluorescence intensity, uHTS | Low molecular weight phosphotyrosine protein phosphatase (Homo sapiens), P24666 | recombinant LMPTP-A, OMFP fluorogenic substrate | inhibition, % at 20 µM | hit rate 0.22% among 360,000 | AID 651560, 2012;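 active = compounds that cut the enzyme signal by at least half of the control window in the single-dose screen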;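 also: plate controls were DMSO wells with enzyme plus substrate for no effect and substrate without enzyme for full effect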
Target sequence (P24666 whole entry, looked up): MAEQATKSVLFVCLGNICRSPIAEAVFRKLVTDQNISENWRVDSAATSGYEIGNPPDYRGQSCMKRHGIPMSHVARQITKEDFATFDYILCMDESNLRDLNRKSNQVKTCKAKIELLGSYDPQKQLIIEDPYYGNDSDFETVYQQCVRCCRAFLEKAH
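Material: LMPTP-A; amount: 0.625 nM enzyme; doses: single 20 µM dose; times: reaction 50 min, room temperature, dark; technique: fluorescence intensity of OMFP turnover product; benchmarks: no-enzyme and uninhibited controls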
SUMO1 PPI mod – modulators of SUMO1 protein-protein interactions, primary screen, biochemical, uHTS. SUMO1 binding to a labelled peptide, TR-FRET, 1 h. inhibition, % at 20 µM. hit rate 0.33% among 360,000. Small ubiquitin-related modifier 1 (Homo sapiens), P63165; in the data active = inhibition above about 37%
Target sequence (P63165 whole entry, looked up): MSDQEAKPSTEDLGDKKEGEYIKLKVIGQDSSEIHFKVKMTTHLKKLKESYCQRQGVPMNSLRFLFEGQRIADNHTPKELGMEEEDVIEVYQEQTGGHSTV
Scp1 inh – Scp-1 phosphatase inhibitors, primary screen, biochemical, colorimetric, uHTS. inhibition, % at 20 µM. hit rate 0.88% among 340,000. Recombinant Scp1, phosphopeptide, malachite green phosphate absorbance;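 active = inhibition above about 50% at 20 µM, limit read from the data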;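 also: plate controls were DMSO wells with enzyme for no effect and wells lacking enzyme for full effect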
Target sequence (Q9GZU7 76-261 limits assumed): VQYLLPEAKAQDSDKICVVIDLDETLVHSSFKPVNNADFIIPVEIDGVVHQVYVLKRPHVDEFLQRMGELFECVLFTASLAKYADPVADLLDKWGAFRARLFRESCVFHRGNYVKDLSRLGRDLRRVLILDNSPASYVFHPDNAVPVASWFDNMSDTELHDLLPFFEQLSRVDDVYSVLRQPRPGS
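Test system: SCP-1 catalytic domain; Buffer or medium: Acidic Tris acetate buffer with magnesium and detergent; Also added: Phosphorylated 17-residue peptide substrate; Compound: single 20 µM dose, 1% DMSO; Schedule: enzyme reaction 45 min at room temperature, colour 5 min, stabilisation 30 min; Signal: Phosphate-binding colour reagent, absorbance read at 630 nm.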
Tb MetRS inh – T. brucei MetRS inhibitors, primary screen, biochemical, luminescence; purified T. brucei MetRS, ATP depletion, Kinase-Glo luminescence; inhibition, % at 11.9 µM; hit rate 0.4% among 360,000;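 active = inhibition above a per-plate cutoff of the control wells' mean inhibition plus 3 SD, cut at about 5.5% in these data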;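 also: 0% = DMSO wells median and 100% = median of wells with control inhibitor compound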
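Dosing: 11.9 µM single point; system: parasite MetRS enzyme; technique: luminescence of leftover ATP; times: 15 min enzyme-compound preincubation, 2 h reaction, 10 min detection, 25 °C; replicates: each compound tested once; read-out basis: percent inhibition relative to median high and low control wells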
NRP1-CendR mod – modulators of CendR peptide binding to NRP-1, primary screen, biochemical, fluorescence polarization, uHTS; Neuropilin-1 (Homo sapiens), O14786; FAM-RPARPAR peptide binding to NRP-1; inhibition, % at 25 µM; hit rate 0.85% among 360,000;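 active = inhibition or corrected inhibition above about 18%, plus a signal ratio from 0.5 to 1.5, limit read from the data, passing the limit was not always enough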; also: strong numbers were not always called active
NadD inh – inhibitors of S. aureus NadD, primary screen, biochemical, colorimetric, uHTS; Nicotinate-nucleotide adenylyltransferase NadD (Staphylococcus aureus N315); AID 602399, 2012; inhibition, % at 20 µM; hit rate 0.78% among 360,000; purified NadD enzyme, colorimetric absorbance read-out; in the data active = inhibition above about 26%; also: some compounds past the cut are filed as inactive
Starred values were filed as active, the others as inactive; i = inactive; . = not tested or not shown.

SMILES	Neddyl block	STEP inh	SKN-1 block	DNMT1 inh	LMPTP inh	SUMO1 PPI mod	Scp1 inh	Tb MetRS inh	NRP1-CendR mod	NadD inh
CC(C)(C)N/N=C/c1c(O)n(-c2ccc(Cl)cn2)c(=O)c2ccccc12	i	0.4	9.0	-5.5	0.2	-8.6	-3.9	-0.1	3.6	-1.9
CC(=O)Oc1c(Sc2ccccc2[N+](=O)[O-])c(C)nn1C(C)(C)C	i	-1.2	8.6	5.5	0.2	-7.2	-0.8	-0.3	4.3	-4.7
O=C(N/N=C/c1cccc(O)c1)c1cc(-c2ccccc2)nc2ccccc12	i	-2.6	12.9	-7.5	4.2	5.4	-10.0	0.5	4.0	6.7
Clc1ccccc1Cn1nnc(-c2cccs2)n1	i	0.1	5.0	-4.1	1.8	0.9	-8.1	-0.7	-8.7	-6.0
CCOc1ccc(NS(=O)(=O)c2ccc(NS(=O)(=O)c3cccs3)cc2)cc1	i	-3.8	-6.5	-1.7	1.2	1.8	-8.5	-0.6	5.3	-16.7
CCc1nnc(NC(=O)CSc2nnc(C)n2Cc2ccccc2)s1	i	1.5	7.9	-0.6	-2.2	1.7	-10.8	-0.4	9.4	-4.7
Cc1ccc(Oc2ccc3c(c2)C(=O)N(c2cccc4cccnc24)C3=O)cc1	i	2.0	-17.9	-7.8	3.5	-7.1	-2.0	-0.2	-8.1	-1.1
Fc1ccc(/C=N/n2cnn(Cc3ccccc3Cl)c2=S)cc1	i	3.2	5.0	-6.5	3.5	-1.9	-6.4	-0.3	6.7	4.3
CN(C)CCN(Cc1ccco1)C(=O)c1oc2ccccc2c1NC(=O)COc1ccccc1	i	-1.1	4.4	-0.6	-0.5	3.8	-5.3	0.3	16.7	-3.3
O=C1CC(c2ccccc2)CC(=O)N1c1ccc(C(F)(F)F)cc1	i	-1.2	-8.3	9.2	-0.9	-3.5	-5.8	-0.6	-3.7	-7.4
CCN(CC(=O)Nc1ccccc1OC)C(=O)CSCC(=O)Nc1ccc(OC)cc1	i	-2.4	-3.0	-16.1	-9.9	-45.7	-6.9	-0.3	-3.6	2.2
CNC(=O)CSc1nc2cc(S(=O)(=O)Nc3ccc(OC)cc3)ccc2o1	i	-3.3	22.7	0.6	0.1	0.2	-10.7	-0.3	1.4	-3.1
CSC1=NCCN1C(=O)c1ccc(S(=O)(=O)N2CCOCC2)cc1	i	0.4	-21.3	-3.2	-0.1	2.2	-1.9	0.7	-10.3	3.2
O=C(CN1C(=O)NC2(CCCC2)C1=O)N1CCN(S(=O)(=O)c2cc(Cl)ccc2Cl)CC1	i	-2.0	-10.7	1.4	-11.7	-18.0	-3.6	-0.2	5.4	10.9
CCOc1ccc(-n2c(C)c3c(C)nnc(C)c3c2C)cc1	i	-3.6	18.9	-11.8	-1.0	-21.1	.	-0.3	-24.2	1.9
COc1cc([N+](=O)[O-])cc2sc(NC(=O)c3c(F)cccc3F)nc12	i	-7.1	-5.5	-0.4	2.1	-7.1	-0.7	-0.4	-2.8	5.9
COC(=O)CC1SC(=O)NC1=O (centres undefined)	i	-1.6	-3.0	4.7	-1.9	-2.5	-4.7	0.4	4.9	0.5
CSc1ccc(C(=O)C2CCCN(C(=O)CCc3cnn(C)c3)C2)cc1 (centres undefined)	i	-0.3	27.6	1.4	0.7	2.3	-10.2	0.3	4.5	-1.5
CC(=O)N1N=C(c2ccc3ccccc3c2)OC1(C)C	.	1.3	26.5	5.2	0.8	-8.8	-11.8	-0.5	-10.1	-5.3
CN(Cc1ccccc1)C(=O)COC(=O)C1CCN(S(=O)(=O)c2ccc(Cl)c(C(F)(F)F)c2)CC1	i	2.0	-4.0	-2.2	1.1	1.7	-2.8	-0.3	-12.5	3.0
Cc1cc(C)cc(CC(=O)N2CCC2(C)C(=O)NS(=O)(=O)Cc2ccccc2)c1 (centres undefined)	i	1.8	11.8	0.7	-2.0	7.2	.	0.0	2.3	2.7
Cc1nnc(SCC(=O)N2CCN(c3ccccc3F)CC2)n1C1CC1	i	-1.1	6.3	2.5	-0.1	7.2	-4.7	0.1	12.7	-2.6
CC1(C(=O)NS(=O)(=O)C2CC2)CCCN(C(=O)Cc2ccc3ccccc3c2)C1 (centres undefined)	i	-1.6	2.2	0.2	-1.4	-0.2	.	-0.1	8.1	-0.3
CCc1cc2cc(C)cc(C)c2nc1SCC(=O)N1CCCC1	i	2.8	18.9	1.5	2.5	-11.8	5.5	-0.5	16.3	14.5
CC(C)OCC(O)CCc1n[nH]c(=S)n1-c1ccccc1 (centres undefined)	i	-3.5	0.0	0.6	0.3	-3.3	-6.8	-0.7	4.9	-0.8
COc1ccc(S(=O)(=O)N2CCOCC2)c(C)c1C	i	3.2	-5.3	-1.1	-0.6	0.7	-8.0	0.1	14.8	7.5
COc1cc(C(=O)O)cc(NC(=O)c2cccs2)c1OC	i	3.0	0.5	-0.5	-0.9	7.0	-2.7	-0.5	6.2	-0.1
COC(=O)c1ccc2c(=O)n(Cc3ccc(C(=O)NCCCN4CCOCC4)cc3)c(=S)[nH]c2c1	i	0.8	20.0	-0.2	3.6	-2.7	0.6	-0.2	4.0	8.4
CN=c1sc2ccccc2n1CC(O)c1ccccc1 (centres undefined)	i	6.7	8.5	5.6	1.6	-0.6	22.6	0.2	4.4	-0.3
CCOc1ccc(NC(=O)CCS(=O)(=O)c2cccc3nsnc23)cc1	i	-0.7	-4.2	-2.6	-0.6	-22.8	5.3	-0.5	6.1	-2.1
CCc1ccc(C2C(C#N)=C(N)OC3=C2C(=O)CCC3)s1 (centres undefined)	i	-1.3	3.5	7.8	1.5	-1.1	-9.0	-0.1	-9.9	3.2
CCOc1ccc(-c2nnc3ccc(SCC(=O)Nc4nc5ccccc5s4)nn23)cc1	i	1.9	-0.3	2.8	-0.9	-5.3	5.5	-0.2	6.4	2.8
O=C(Nc1ccc(O)cc1)c1ccc(NC(=O)c2cccs2)cc1	i	0.9	7.7	-1.2	1.1	4.8	1.4	0.4	8.0	-2.7
Cc1ccnc(NC(=O)Cc2ccc(F)cc2)n1	i	-3.9	-21.5	1.0	-1.7	3.8	-9.0	0.6	5.7	-5.1
COC(=O)COc1cccc2c(=O)n(CC(=O)Nc3ccc4c(c3)OCCO4)ccc12	i	-3.1	-16.9	1.2	-1.3	2.2	9.6	-1.0	-18.3	0.1
Cc1c(N=Cc2c(O)n(C3CCCCC3)c(=O)[nH]c2=O)c(=O)n(-c2ccccc2)n1C	i	3.0	10.7	-4.4	-0.1	-0.6	-4.9	-0.6	-37.1	9.5
FC(F)(F)c1cnc(COc2ccc(Cl)cc2Cl)c(Cl)c1	i	-0.4	13.5	-1.1	2.1	-1.2	-8.9	0.0	15.0	-5.7
O=C(c1ccc(Cl)c([N+](=O)[O-])c1)N1CCN(C(=O)c2ccco2)CC1	i	0.7	2.1	8.5	-0.3	-4.9	-2.2	0.2	-2.9	-8.7
COc1ncnc2c1ncn2CCCN1CCN(Cc2ccc(C)cc2)CC1	i	-1.3	-9.5	5.2	-1.2	5.2	.	-1.0	9.4	-0.4
O=C(O)COc1ccc(Br)cc1/C=N/O	i	11.1	-4.0	19.4	2.9	-0.2	59.8*	-1.3	1.5	-3.6
O=C(OCc1nc2scc(-c3ccccc3)c2c(=O)[nH]1)c1cccc([N+](=O)[O-])c1	i	-1.0	14.2	3.3	-0.3	-4.1	-7.3	-0.3	-5.8	-2.1
O=C(CC(Cc1ccccc1)c1ccco1)NC1CCCCC1 (centres undefined)	i	-2.6	22.0	-0.5	0.6	2.6	-7.8	-0.8	-1.7	-3.5
COc1cc(C2C(C(C)=O)=C(O)C(=O)N2CCc2ccc(OC)c(OC)c2)ccc1O (centres undefined)	i	1.1	-6.4	2.8	-2.2	-6.3	-7.4	-1.4	3.1	0.0
COc1ccc(/C=C(\C#N)C(=O)OCC(=O)NC(=O)NCCC(C)C)cc1	i	-0.5	5.1	0.0	0.8	-18.4	-8.5	-1.0	1.2	-8.5
COc1ccc(C2/C=C\CN(S(=O)(=O)c3cccc4cccnc34)CC(=O)N2Cc2ccc(F)cc2)cc1 (centres undefined)	i	-0.4	3.5	-8.2	1.2	7.1	0.8	-0.5	20.5	4.2
CC(C)C[C@@H](CNCC(=O)[C@H](C)NC(=O)c1[nH]cnc1C(=O)N[C@@H](C)CN)NC(=O)c1nc[nH]c1C(=O)N[C@@H](Cc1ccccc1)C(=O)O	i	0.5	-0.8	4.9	-4.4	4.4	-4.8	0.7	-3.3	13.7
CC(O)[C@H]1CNCCN1CCc1cccc2ccccc12 (some centres undefined)	i	3.7	-12.2	-5.0	-3.1	-0.8	-3.0	-0.3	-3.7	-8.3
Cc1ccccc1Oc1ccc(NC(=O)C2CC=CCC2C(=O)O)cc1 (centres undefined)	i	-3.6	-4.8	7.9	0.0	-4.4	0.7	-0.3	-1.0	-2.1
CCc1nc2ccccc2n1CCC(=O)O	i	-3.9	8.0	2.5	0.1	12.7	-3.7	-1.3	0.9	-1.2

4 compounds already listed, arranged by the number in Tb MetRS inh, high to low.
smiles | Neddyl block | STEP inh | SKN-1 block | DNMT1 inh | LMPTP inh | SUMO1 PPI mod | Scp1 inh | Tb MetRS inh | NRP1-CendR mod | NadD inh
Cc1ccccc1Oc1ccc(NC(=O)C2CC=CCC2C(=O)O)cc1 (centres undefined) | i | -3.6 | -4.8 | 7.9 | 0.0 | -4.4 | 0.7 | -0.3 | -1.0 | -2.1
O=C(CC(Cc1ccccc1)c1ccco1)NC1CCCCC1 (centres undefined) | i | -2.6 | 22.0 | -0.5 | 0.6 | 2.6 | -7.8 | -0.8 | -1.7 | -3.5
COc1ccc(/C=C(\C#N)C(=O)OCC(=O)NC(=O)NCCC(C)C)cc1 | i | -0.5 | 5.1 | 0.0 | 0.8 | -18.4 | -8.5 | -1.0 | 1.2 | -8.5
CCc1nc2ccccc2n1CCC(=O)O | i | -3.9 | 8.0 | 2.5 | 0.1 | 12.7 | -3.7 | -1.3 | 0.9 | -1.2
